Screening data as filed in PubChem BioAssay.
KAT2A inh: GCN5L2 (KAT2A) acetyltransferase inhibition. GCN5L2 HAT assay, ThioGlo1 CoA-SH fluorescence. Potency, µM (titrated, usually from 58.9 µM), for inactives: at the top dose activity change, negative = inhibition, hits mostly inhibitors. 0.21% of 390,000 active. AID 504327
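GCN5L2 (20 nM) in 50mM HEPES pH 7.5, 0.1mM EDTA, 0.01% Tween-20 preincubated 15 min with compounds at room temperature. Reaction started with H3(1-25) 75uM, acetyl-CoA 70uM, ThioGlo1 50uM; CoA-thiol fluorescence (Ex340/Em540) read at 0 and 20 min.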
DT40 TDP1 CPT: growth inhibition of DT40 Tdp1-/-;hTDP1 cells with camptothecin (screen for TDP1 inhibitors); chicken DT40 Tdp1-/-;hTDP1 cells + 20 nM CPT, ATP luminescence, 48 h; 12% of 420,000 active; Potency, µM (titrated, usually from 46.2 µM), for inactives: top-dose activity change, negative = growth inhibition, hits mostly inhibitors; AID 686979; note: nearly all actives have a fitted effect of over 55% in size
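Chicken DT40 Tdp1-/- cells complemented with human TDP1, 400 cells/well, exposed to compounds plus 20 nM camptothecin for at least 48 h at 37 C; viability read as ATP content by CellTiter-Glo luminescence.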
FEN1 inh: blocks human flap endonuclease 1; P39748; Potency, µM (highest dose often 114 µM), for inactives: at the top dose activity change, negative = inhibition, most hits filed as inhibitors; 0.35% of 390,000 active; AID 588795; Recombinant FEN1 flap cleavage, fluorescence, 15 min; note: nearly all actives have a fitted effect of over 65% in size
Target sequence (P39748 whole entry, looked up): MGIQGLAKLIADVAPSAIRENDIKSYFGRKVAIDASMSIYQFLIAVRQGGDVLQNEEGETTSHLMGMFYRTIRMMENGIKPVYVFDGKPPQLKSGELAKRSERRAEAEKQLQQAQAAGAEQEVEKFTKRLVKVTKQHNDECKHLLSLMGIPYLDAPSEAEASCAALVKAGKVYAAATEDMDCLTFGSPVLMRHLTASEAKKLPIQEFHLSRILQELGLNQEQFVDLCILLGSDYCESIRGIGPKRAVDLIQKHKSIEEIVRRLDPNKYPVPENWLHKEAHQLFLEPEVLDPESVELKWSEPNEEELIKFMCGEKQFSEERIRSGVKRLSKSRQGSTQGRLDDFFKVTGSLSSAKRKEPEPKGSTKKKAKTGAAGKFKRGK
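Nuclease activity of 10 nM FEN1 was measured after 15 min of room-temperature exposure to titrated compounds, by adding 50 nM flap substrate and reading plates at 0 and 15 min.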
* marks the source's active call; other numbers are inactive results; ? = inconclusive; · = no result given; & = joins results of further samples; [ ] = dose if it differs, or a comment. Calls come from the whole dose curve; as a rule, active = well fitted curve in the direction sought with a large enough effect; inconclusive = small, poorly fitted or top-dose-only effect, or another doubt; inactive = no such curve, though single readings can be large; an effect the other way counts as inactive or inconclusive. % is set by controls: 0 for no effect and ±100 for the full control effect; potency is the fitted concentration of half-maximal effect. Not all compounds are listed; rates above refer to the full screens.

SMILES	KAT2A inh	DT40 TDP1 CPT	FEN1 inh
C=C(C)Cn1c(SCCCO)nc2c1c(=O)[nH]c(=O)n2C	0.2%	1.9%	-8.0%
Cc1cc(C)n(CC(=O)NNC(=O)CC(C)c2ccccc2)n1 (stereo unspecified)	-6.8%	-5.8%	18.1%
Cc1cccc(C)c1NC(=O)NC1=CCCN1C	-2.6%	1.3%	·
O=C1N=C(N2CCOCC2)S/C1=C\c1ccc(OS(=O)(=O)c2ccccc2)cc1	?	?	-7.7%
COc1cc2nc(N3CCCN(C)CC3)nc(N3CCN(C)CC3)c2cc1OC	·	14.1µM*	-4.2%
CCCCNC(=O)NNC(=O)c1ccoc1C	48.0%[activator]	-15.8%	2.8%
CCOC(=O)C1CCN(C(=O)c2cccc(N3C(=O)NC4CC3(C)Oc3ccc(C)cc34)c2)CC1 (stereo unspecified)	-24.1%	?	-4.3%
COc1ccccc1-c1noc(Cn2cc(S(=O)(=O)N3CCCC3)ccc2=O)n1	-3.8%	-13.8%	0.3%
CN1CCN(CC(=O)N/N=C/c2ccc(F)c(F)c2)CC1	-0.4%	-1.0%	-0.6%
O=Cc1c(Cl)nc2ccccn2c1=O	?	18.4µM*	1.7%
CC(=O)c1ccc(S(=O)(=O)Nc2ccc(C(=O)NC3CC3)cc2)cc1	-1.6%	-11.8%	1.4%
Cc1c(CCC(=O)O)c(=O)oc2c(C)c3occ(-c4ccc(Cl)cc4)c3cc12	?	?	?
N#Cc1ccccc1OCC(=O)OCC(=O)NC1CC1	-12.8%	-4.8%	-6.0%
CC(C)(C)CC(C)(C)N=C1Nc2ccc(Cl)cc2N[C@]12C[C@H]1CCCC(=O)N3CC[C@@H](C2)[C@@H]13	·	?	-16.8%
Cc1ccccc1OCC(=O)NCC(=O)OCC(=O)c1ccc2c(c1)CCCC2	·	-28.5%	-0.6%
O=S(=O)(Nc1cccnc1Cl)c1ccc(F)cc1	-6.3%	-13.2%	4.7%
COc1cc(S(=O)(=O)N2CCN(C(=O)c3ccccc3)CC2)c(OC)cc1Br	3.3%	?	17.0%
O=C(NCCS(=O)(=O)N1CCN(c2ccc(F)cc2)CC1)c1ccccc1Br	-4.5%	-15.0%	-9.2%
O=C1CC(NS(=O)(=O)c2ccc3ccccc3c2)CN1c1ccccc1 (stereo unspecified)	0.4%	10.3%	-3.6%
CCCCC(CC)CNC(=O)c1cc2ccccc2c(=O)o1 (stereo unspecified)	1.0%	-5.0%	-1.6%
COc1ccc(NC(=O)C(F)(F)F)cc1OC	41.4%	-13.4%	-0.8%
O=C1CC(C(=O)Nc2ccc(C(=O)O)cc2)C(c2ccccc2)O1 (stereo unspecified)	-4.0%	-0.7%	-9.3%
CC1Cc2cc(S(=O)(=O)NCCc3ccc(Cl)cc3)ccc2N1C(=O)C1CCC1 (stereo unspecified)	-17.8%	?	-2.1%
CCCS(=O)(=O)c1csc(C(=O)OC)c1N	2.7%	3.3%	-2.4%

Shown field by field: 4 of the compounds above
O=C1CC(C(=O)Nc2ccc(C(=O)O)cc2)C(c2ccccc2)O1 (stereo unspecified)
  KAT2A inh: -4.0% | DT40 TDP1 CPT: -0.7% | FEN1 inh: -9.3%
O=C1CC(NS(=O)(=O)c2ccc3ccccc3c2)CN1c1ccccc1 (stereo unspecified)
  KAT2A inh: 0.4% | DT40 TDP1 CPT: 10.3% | FEN1 inh: -3.6%
CCCCC(CC)CNC(=O)c1cc2ccccc2c(=O)o1 (stereo unspecified)
  KAT2A inh: 1.0% | DT40 TDP1 CPT: -5.0% | FEN1 inh: -1.6%
COc1cc(S(=O)(=O)N2CCN(C(=O)c3ccccc3)CC2)c(OC)cc1Br
  KAT2A inh: 3.3% | DT40 TDP1 CPT: ? | FEN1 inh: 17.0%

The list goes on.
SMILES	KAT2A inh	DT40 TDP1 CPT	FEN1 inh
COc1ccc(OC)c(S(=O)(=O)N2CCCC(C(=O)NC3CC3)C2)c1 (stereo unspecified)	·	?	-7.9%
Cc1cccc(NC(=O)c2nc[nH]c2C(=O)NCCCCCNC(=O)OC(C)(C)C)c1	-9.3%	14.6µM*	-6.8%
Cc1oc2c(c1C(=O)NCCO)CCCC2	-0.1%	-5.2%	6.3%
Nc1nnc(CC(=O)NCc2ccccc2)s1	-5.7%	3.8%	-6.3%
Cc1cc(NC(=O)COc2c(C)cccc2C)no1	-1.9%	?	0.2%
Cc1ccnc(NS(=O)(=O)c2ccc(NC(=O)c3cc(-c4ccc(Br)cc4)nc4ccccc34)cc2)n1	-13.8%	?	-11.8%
CCOc1ccc(CNC(=O)c2cc3ccccn3n2)cc1	1.6%	-28.1%	3.9%
O=C(c1ccco1)N1CCC(c2nc3c(nnn3Cc3ccc(F)cc3)c(=O)[nH]2)CC1	-4.2%	-2.6%	13.2%
COc1cccc2cc(/C(C)=N/NC(=O)c3ccco3)oc12	-3.8%	?	-1.0%
COC(=O)CN1C(=O)COc2ccc(S(=O)(=O)N3CCOCC3)cc21	-1.1%	-11.6%	18.9%
COc1ccc(OC)c(NC(=O)c2c(NCc3cccs3)sc3c2CCCCC3)c1	-6.5%	23.1µM*	-0.6%
O=C(CCc1ccccc1)NCC(c1ccco1)N1CCc2ccccc21 (stereo unspecified)	4.3%	4.61µM*	-14.6%
O=c1oc2ccc(Br)cc2cc1S(=O)(=O)c1ccc(F)cc1	2.0%	-3.8%	1.7%
O=C1CCN(CCc2ccccc2)CCN1[C@H](CSc1ccccc1)c1ccccc1	-3.0%	11.2µM*	-19.3%&-27.0%
O=C1CN(C(=O)CSc2nncn2-c2ccccc2)c2ccccc2N1	-2.9%	-16.9%	6.0%
O=C(CN1CCN(c2ccc([N+](=O)[O-])cc2)CC1)c1ccccc1	-0.5%	?	-5.3%
Cc1cccc(NC(=O)Cn2cc(C(=O)C3CCCCC3)c3ccccc32)c1	-2.0%	?	4.7%
CC(C)(C)NC(=O)NC(=O)Cn1ccsc1=N	-15.9%	-6.0%	-6.3%
CCc1sc(NC(=O)CCC(=O)O)nc1-c1cc2ccccc2oc1=O	-1.1%	-2.5%	18.5%
Cc1onc(-c2ccccc2Cl)c1C(=O)NCc1ccc(F)cc1	0.9%	-4.4%	4.0%
c1ccc(OCc2noc(CN3CCC(C4CCCCC4)C3)n2)cc1 (stereo unspecified)	-5.9%	?	-5.6%
COc1cccc(C(=O)Nc2ccc(F)cc2F)c1	4.3%	-15.1%	16.9%
Cc1cc(OCc2ccc(C(=O)n3cccn3)o2)ccc1Cl	-5.0%	?	11.1%
Cc1ccc(C(=O)Nc2nc3ccc(S(C)(=O)=O)cc3s2)o1	-3.8%	10.3µM*	-6.7%

Entries of single compounds, looked up by structure.
CCOC(=O)C1CCN(C(=O)c2cccc(N3C(=O)NC4CC3(C)Oc3ccc(C)cc34)c2)CC1 (stereo unspecified) across the screens: KAT2A inh = -24.1%; DT40 TDP1 CPT = ?; FEN1 inh = -4.3%
c1ccc(OCc2noc(CN3CCC(C4CCCCC4)C3)n2)cc1 (stereo unspecified) across the screens: KAT2A inh = -5.9%; DT40 TDP1 CPT = ?; FEN1 inh = -5.6%

Further results:
SMILES	KAT2A inh	DT40 TDP1 CPT	FEN1 inh
CC(C)(C)OC(=O)CNC(=O)c1nc[nH]c1C(=O)N1CCN(c2ccccc2)CC1	-6.3%	-3.8%	-0.4%
COc1ccc(C/C(N)=N/n2cnnc2)cc1Cl	0.0%	3.3%	-0.1%
CCCCn1c(N)c(N(CC(C)C)C(=O)C2CCN(S(=O)(=O)c3ccc(OCC)cc3)CC2)c(=O)[nH]c1=O	-12.3%	-27.6%	2.3%
O=C(Cc1c(F)cccc1Cl)Nc1ccc(S(=O)(=O)Nc2nccs2)cc1	-4.7%	-0.5%	3.3%
CCN(CC)C(=O)Cn1cc(S(=O)(=O)CC(=O)N2CCCCCC2)c2ccccc21	-6.3%	5.5%	-0.3%
O=C(NC1(C(F)(F)F)C(=O)Nc2c1c(=O)[nH]c(=O)n2-c1ccccc1)c1ccncc1 (stereo unspecified)	·	-4.7%	7.9%
Cc1ccc(NCC(O)C(O)C(O)CO)cc1C (stereo unspecified)	-6.9%	-1.0%	-0.8%
O=C(NNS(=O)(=O)c1ccccc1)c1cccnc1	-5.9%	-4.5%	0.7%
Cc1ccc(C)c(S(=O)(=O)N2CCN(C(=O)c3ccc(-n4cncn4)c([N+](=O)[O-])c3)CC2)c1	-7.2%	?	-5.2%
CC1CCN(S(=O)(=O)c2ccc(Oc3ccc([N+](=O)[O-])cc3)cc2)CC1	-6.5%	16.4µM*	-6.5%
O=[N+]([O-])c1cccc(CNCc2ccccc2)c1	-2.3%	11.5%	-0.6%
C=CC(=O)Nc1ccc(Nc2nc(NC3CCC(N(C)C)CC3)nc3c2ncn3C(C)C)cc1 (stereo unspecified)	-6.5%	0.326µM*	-31.1%
CC(=O)N(c1ccc(Cl)cc1)C1SC(=O)N(c2ccccc2)C1=O (stereo unspecified)	·	-5.6%	-11.2%
CCOc1ccccc1-c1nc(-c2ccc(NC(=O)Cc3ccc(OC)cc3)cc2)no1	-8.7%	?	1.5%
CN1CCN(C(=O)CN(C2CCCCC2)S(=O)(=O)c2ccccc2)CC1	-4.9%	1.6%	4.1%
CCCC(=O)Nc1cc2c(cc1C(=O)c1ccccc1)OCCO2	-16.2%	9.2%	-1.6%
Cc1ccc(S(=O)(=O)N(C)c2ccc3ccccc3c2)cc1	-14.4%	?	-5.7%
CCOC(=O)c1ccc(NC(=O)CC2COc3ccccc3O2)cc1 (stereo unspecified)	-6.9%	2.8%	-6.4%
C=CCN(C(=O)c1csnn1)C(C(=O)NC1CCCC1)c1cccs1 (stereo unspecified)	-3.6%	3.0%	0.0%
CN(Cc1cnccn1)C(=O)CC1C(=O)NCCN1Cc1cccc(F)c1 (stereo unspecified)	-17.2%	12.3%	-5.9%
CCN(CC(=O)NCc1cccs1)C(=O)c1ccc(Cl)c(Cl)c1	-3.1%	-21.7%	19.5%
Cc1cc(=O)[nH]c(/N=C(\N)Nc2ccc(Oc3ccccc3)cc2)n1	10.2%	-26.7%	11.8%
CCOC(=O)c1sc(=NC(=O)c2cc(OC)c(OC)c(OC)c2)n(C)c1C	27.6%	-10.9%	?
O=C(c1ccc2snnc2c1)N1CCN(c2ccccn2)CC1	-5.0%	-3.7%	-2.5%

Structures shown so far containing a CF3 group, in the order listed:
SMILES	KAT2A inh	DT40 TDP1 CPT	FEN1 inh
COc1ccc(NC(=O)C(F)(F)F)cc1OC	41.4%	-13.4%	-0.8%
O=C(NC1(C(F)(F)F)C(=O)Nc2c1c(=O)[nH]c(=O)n2-c1ccccc1)c1ccncc1 (stereo unspecified)	·	-4.7%	7.9%

Continuation:
SMILES	KAT2A inh	DT40 TDP1 CPT	FEN1 inh
O=C(Nc1ccccc1C(=O)N/N=C/c1ccc(F)cc1)c1ccccc1Br	3.5%	-0.1%	-18.2%
Cc1nc(S(=O)(=O)N2CCOCC2)c(C#N)c(C)c1Cl	-19.8%	7.2%	-9.5%
CCn1c2ccccc2c2nnc(N3CCN(c4cccc(C)c4C)CC3)nc21	-16.5%	-11.8%	4.6%
COc1ccc(NC(=O)CCSc2ccc(C)cc2)cc1S(=O)(=O)Nc1ccccc1Cl	-7.9%	?	-18.3%
CCNc1nc(NCC)n2c(SCC(=O)Nc3ccccc3F)nnc2n1	?	-14.9%	-1.5%
O=C(Nc1ccc(C2CC2(Cl)Cl)cc1)c1ccccc1Br (stereo unspecified)	-13.6%	18.4µM*	3.9%
O=C(CCC(=O)N1CCN(c2ccc(F)cc2)CC1)N1CCN(c2ccc(F)cc2)CC1	-3.2%	?	0.6%
CCOC(=O)c1ccccc1NC(=O)C1CCN(c2ncnc3sc(C)c(C)c23)CC1	-8.1%	23.1µM*	4.7%
O=C(NNC1CC(=O)N(c2ccc(Br)cc2)C1=O)c1cccs1 (stereo unspecified)	5.4%	7.3%	17.4%
CC(C)(C)c1csc(NC(=O)Cn2c(=O)oc3ccccc32)n1	-18.3%	16.4µM*	14.2%
COc1ccccc1C1NC(=O)CCC1[N+](=O)[O-] (stereo unspecified)	0.0%	7.8%	?
O=c1c(Cc2ccccc2)c(O)ccn1CCc1cnc[nH]1	-7.9%	-0.8%	-12.5%
CCOc1nc(N(C)C)nc(-n2nnc(C(C)=O)c2C)n1	0.8%	-15.4%	0.0%
COc1ccc(OC)c(CC(NC(C)=O)C(=O)NC2CCN(c3c(Cc4ccccc4)c(C)nc4ncnn34)CC2)c1 (stereo unspecified)	0.5%	-5.1%	-6.3%
CC(OC(=O)CCc1nc2ccccc2c(=O)[nH]1)C(=O)Nc1cccc(C(F)(F)F)c1 (stereo unspecified)	-1.3%	6.6%	4.3%
O=C(CN1CCCN(Cc2ccc(F)cc2Cl)C1=O)NCc1ccccc1	-3.6%	?	-8.8%
COc1cccc(C(=O)NCC(=O)OCc2cc(=O)n3nc(C)sc3n2)c1	-6.8%	-0.2%	-5.0%
